# mcGAS RapidFire = inhibitors of Mus musculus cyclic GMP-AMP synthase, initial high-throughput assay, cell-free, RapidFire MS. Q8C6L5. recombinant mouse cGAS, cGAMP by RapidFire MS. inhibition, % at 12.5 µM. 130,000 compounds, 0.18% hits. AID 1259397, 2018;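 active = inhibition of cGAS enzyme activity at or above 60%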;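 note: enzyme stimulated by 45 bp dsDNA with ATP and GTP substrates; cGAMP share of summed cGAMP plus half ATP and half GTP signals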
# Target sequence (Q8C6L5 whole entry, looked up): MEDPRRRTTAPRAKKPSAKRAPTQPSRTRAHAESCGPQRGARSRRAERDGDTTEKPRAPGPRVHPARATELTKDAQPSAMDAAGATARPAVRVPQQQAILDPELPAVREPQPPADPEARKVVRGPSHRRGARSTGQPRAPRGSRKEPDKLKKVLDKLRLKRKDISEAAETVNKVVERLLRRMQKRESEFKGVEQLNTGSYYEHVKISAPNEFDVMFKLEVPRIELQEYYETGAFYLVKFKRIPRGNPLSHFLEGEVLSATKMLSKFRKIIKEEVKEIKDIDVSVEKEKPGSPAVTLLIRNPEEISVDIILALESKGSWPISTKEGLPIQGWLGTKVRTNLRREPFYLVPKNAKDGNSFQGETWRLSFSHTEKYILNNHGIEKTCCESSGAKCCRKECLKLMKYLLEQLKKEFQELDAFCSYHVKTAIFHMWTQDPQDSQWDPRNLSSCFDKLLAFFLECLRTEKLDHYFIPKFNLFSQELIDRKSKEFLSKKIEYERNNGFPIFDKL
# Active calls of the source: *; & = joins results of further samples. Not all compounds are listed; count on the stated rates, not on these rows.
SMILES,mcGAS RapidFire
CCc1noc(C)c1C(=O)N1CCC2(CCCN(CCCc3ccccc3)C2)C1 (stereo unspecified),1
O=C(NCCCN1CCOCC1)C(=O)NCC1OCCN1S(=O)(=O)c1cc(F)ccc1F (stereo unspecified),-3
CCSc1ccc(Cl)cc1C(=O)N(C)Cc1nc(CC)no1,-51
COc1ccc(-c2nc(CN(CCO)Cc3cccs3)c(C)o2)c(OC)c1,-7
COc1ccc(NC(=O)C(=O)Nc2nc3ccccc3s2)cc1N1CCCCC1=O,-4
Cc1nn(C)c(Cl)c1S(=O)(=O)NC(=O)C1(C)CCN1C(=O)Cc1ccsc1 (stereo unspecified),-18
Cc1ccccc1S(=O)(=O)NC(=O)C1(C)CCN1C(=O)c1sccc1C (stereo unspecified),-5
CCc1ccc(C2CCCCCN2)o1 (stereo unspecified),0
CC(C)(C)OC(=O)NNC(=O)C=Cc1ccco1,19
Cc1ccc(C(=O)C(C)[n+]2cccc(C(N)=O)c2)cc1 (stereo unspecified),-40

# 5 of these compounds, set out differently:
compound	mcGAS RapidFire
CCc1noc(C)c1C(=O)N1CCC2(CCCN(CCCc3ccccc3)C2)C1 (stereo unspecified)	1
O=C(NCCCN1CCOCC1)C(=O)NCC1OCCN1S(=O)(=O)c1cc(F)ccc1F (stereo unspecified)	-3
CCSc1ccc(Cl)cc1C(=O)N(C)Cc1nc(CC)no1	-51
COc1ccc(-c2nc(CN(CCO)Cc3cccs3)c(C)o2)c(OC)c1	-7
COc1ccc(NC(=O)C(=O)Nc2nc3ccccc3s2)cc1N1CCCCC1=O	-4

# (cont.)
SMILES,mcGAS RapidFire
FC(F)(F)c1ccnc(N2CC(c3nc4ccccc4s3)C2)n1,2
CCc1cnc2c(c1NCCCn1ccnc1)c(=O)n(C)c(=O)n2C,-3
COc1ccccc1NC(=O)C(C)N1CCN(S(=O)(=O)c2cc(C)ccc2C)CC1 (stereo unspecified),-3
COc1cc(/C=C/c2ccc(O)c(OC)c2)ccc1O,-10
CN(C)c1ncccc1C(=O)Nc1ccc(C#N)cn1,-6
CCCn1nccc1C(=O)NC1CC(=O)N(CCc2ccccc2)C1 (stereo unspecified),-8
CC1CC(C)(C)CCC1NC(=O)CCS(C)(=O)=O (stereo unspecified),-4
CC(C)(C)OC(=O)N1CC(CC(=O)Nc2cccc(C#N)c2)C1,-9
Cc1ccc(C(=O)O)cc1NCc1ccc(Br)o1,-7
Nc1nc2c(ncn2COC(CO)CO)c(=O)[nH]1,-13&0
CC(=O)NS(=O)(=O)c1ccc(N)cc1,-12&6
CCCCCn1cnnc1SCC(=O)c1c(N)n(C2CC2)c(=O)[nH]c1=O,-3
CC(c1ccccc1)n1nnnc1N1CCC2(CC1)C(=O)Nc1ccccc12 (stereo unspecified),-3
CC(C)Cc1nc(CCc2c[nH]c3ccccc23)n[nH]1,-7
COc1cc(NC(=O)c2ccc(Cl)s2)cc(OC)c1,-10
COc1cc(C=CC(=O)Nc2ccc(-n3cnnn3)cc2)cc(OC)c1,2
Cc1sc2nc(CSc3nnnn3C3CC3)[nH]c(=O)c2c1C,0
CCCn1cnc2c(nnn2C)c1=O,-1
CSc1ccc(-c2nc(CN3CCCNCC3)c(C)o2)cc1,-4
CC(C)(C)c1nc(Cn2cnc3ncc(Br)cc32)no1,-5
Cc1cc(C)nc(NC(=S)NC(=O)c2cc(I)ccc2Cl)n1,-3
CCOc1ccc(CN2CCCC(N(C)CCc3ccc(OC)c(OC)c3)C2)cc1CO (stereo unspecified),-1
Cc1ncsc1COC(=O)c1cccc(S(C)(=O)=O)c1,1
COCCN1CCC(CNC(=O)C(=O)Nc2cc(Cl)ccc2OC)CC1,-7
CCCNC(=O)CN(CCC)C(=O)c1oc(-c2ccccc2)nc1C,-3
Cc1ccc(C(=O)OCC(=O)N(C)Cc2cc(C#N)ccc2F)c(O)c1C,-2
Cc1ccc(C(=O)N2CCN(c3ccc(C(N)=O)cc3)CC2)s1,-11
Cn1c(=O)c2c(nc(Cl)n2CC(=O)N2c3ccccc3NC(=O)C23CCCC3)n(C)c1=O,2
Cn1cnnc1SCC(=O)N1CCCC(C(=O)c2ccc3c4c(cccc24)CC3)C1 (stereo unspecified),4
CN(C)/C=C1\CCCCC1=C(C#N)C#N,-41
CC(CNC(=O)Cc1ccc([N+](=O)[O-])cc1)NC(=O)Cc1ccc([N+](=O)[O-])cc1 (stereo unspecified),-9
Cc1ccc(O)c(C(=O)N2CCC(CNC(=O)OC(C)(C)C)C2)c1 (stereo unspecified),-7
O=C(c1cc2sccc2[nH]1)N1CC(c2cccnc2)C1,-17
Fc1ccccc1-c1cnnc(NCC(c2ccncc2)N2CCOCC2)n1 (stereo unspecified),-11
Cc1ccc(F)cc1S(=O)(=O)Nc1cccc(CN2CCCC2=O)c1,-8
COc1ccc(CN2CCCN(C(=O)Nc3ccc4nc(C)sc4c3)CC2)cc1,11
Cc1cccc(-c2cnc(C)nc2C2CCCN(C(=O)/C=C/c3cccnc3)C2)c1 (stereo unspecified),-10
CN(c1ccccc1)c1nc(-n2ccnc2)nc(-n2ccnc2)n1,0
O=C(c1ccc(Cl)cc1)C1CCCN(C(=O)CCn2cnc3ccccc3c2=O)C1 (stereo unspecified),-2
COCCn1c(N2CCCC(C)C2)nc2c1c(=O)n(C)c(=O)n2C (stereo unspecified),-4
COc1cc(OC)c(OC)cc1/C=C/C(=O)N(C)C1(C#N)CCC1,10
CS(=O)(=O)c1ccc(NC(=O)CCl)cc1,-5
CN1CC23C=CC(O2)C(C(=O)N(Cc2cccc(C(F)(F)F)c2)Cc2ccco2)C3C1=O (stereo unspecified),-8
CC(=Nn1cnc2sc3c(c2c1=O)CCCC3)N(C)C,-12
CCNC(=O)[C@@H]1C[C@H](N)CN1C(=O)CC1=C(c2cccs2)CCC1=O,-31
CC(=O)c1c(C)[nH]c(C(=O)C(C)Nc2ccc3c(c2)OC(F)(F)O3)c1C (stereo unspecified),-3
COc1cc(-c2nc3ccccn3c2N=Cc2cc3c(cc2[N+](=O)[O-])OCO3)ccc1O,-14
COc1nn(C)cc1C(=O)Nc1ccc(S(N)(=O)=O)cc1,-18
COc1cc(S(=O)(=O)N2CCc3ccccc3C2)c(OC)cc1Cl,4
CC(=O)C(=Nc1ccccc1Cl)NNc1cccc(Cl)c1,-11
# Further records follow.
SMILES,mcGAS RapidFire
NC(=O)c1csc(C(=O)N2CCN(C3CCC3)CC2)c1,-2
FC(F)(F)c1ccc(Nc2cnn(Cc3ccccc3)c2)nc1,-7
Cc1c(C(C)NC(=O)c2ccccc2N2CCOCC2)cnn1-c1ccccn1 (stereo unspecified),0
CCc1cccc(NC(=O)CCC(=O)N(C)Cc2nc3ccccc3n2C)c1,-13
C=CCNC(=O)NC(=O)CN(C1CC1)C(C)c1ccccc1Cl (stereo unspecified),-12
Cc1ccc2nc(COc3cccc4c3CCCC4O)cc(=O)n2c1 (stereo unspecified),5
COc1ncc([C@@H]2C[C@H](NC(C)=O)C[C@H](c3cc(F)cc(F)c3)O2)cn1,9
CCCn1nc(N)c2ccccc21,-22
Cc1cc(C)n2nc(C(=O)N(CC3CCC(=O)N3)C(C)C)cc2n1 (stereo unspecified),-1
O=C(NCCC1COc2ccccc2O1)c1ccc(NCc2ccccn2)nc1 (stereo unspecified),-11

# Ordered by formula weight (descending): some entries from above
SMILES,mcGAS RapidFire
Cc1c(C(C)NC(=O)c2ccccc2N2CCOCC2)cnn1-c1ccccn1 (stereo unspecified),0
Cc1ccc2nc(COc3cccc4c3CCCC4O)cc(=O)n2c1 (stereo unspecified),5
Cc1cc(C)n2nc(C(=O)N(CC3CCC(=O)N3)C(C)C)cc2n1 (stereo unspecified),-1

# Next entries
SMILES,mcGAS RapidFire
CC(C)CN1CCNC(=O)C1CC(=O)N(C)Cc1cc(-c2ccccc2)n[nH]1 (stereo unspecified),-7
CCCCc1ccc(NC(=O)c2cc(=O)c(OCc3ccc(F)cc3)c[nH]2)cc1,-5
O=c1oc2cc(O)ccc2cc1-c1nnc(Nc2ccc(Oc3ccc(Cl)c4ccccc34)c(Cl)c2)s1,-13
Cc1ncc(C(=O)NCCN2CCC(C)CC2)c(Cl)c1Br,2
CN(C(=O)c1ccccc1NC(=O)COc1cccnc1)c1ccccc1,-18
N#CC(=C(O)CSc1ccc2c(c1)OCCO2)c1nc2ccccc2[nH]1,-3
COc1ccc([N+](=O)[O-])cc1CN1CCCn2cccc2C1c1ccccc1[N+](=O)[O-] (stereo unspecified),-9
CN(Cc1ncc[nH]1)C1CCN(c2ccc3c(c2)OCO3)CC1,-9
Cc1cc(C(=O)CSc2nnnn2C2CCCC2)c(C)n1-c1ncn[nH]1,-4
O=C(CNC(=O)C12CC3CC(CC(C3)C1)C2)N1CCC(C2OCCO2)CC1,-38
Cc1cc(=O)n2c(n1)SCC2CC(=O)Nc1nccs1 (stereo unspecified),-4
CCc1nccn1CC(=O)N1CCNCC1C(=O)N1CCCC1 (stereo unspecified),-5
CC(C)c1nc2sc3c(NCC4CCCO4)ncnc3c2c2c1COC(C)(C)C2 (stereo unspecified),3
CC(c1ccc(Cl)cc1Cl)N(C)S(=O)(=O)N1CCCCC1 (stereo unspecified),-30
COc1ccc(N=c2ccccn2C)cc1,0
CCOc1nc2cccc(C(=O)O)c2n1Cc1ccc(-c2ccccc2-c2nn[nH]n2)cc1,0
O=C1CCCN1CCC(=O)N1CCCC(CO)(Cc2ccccc2)C1 (stereo unspecified),-5
COc1cc(C=C2SC(=O)N(CCNC(=O)c3snnc3C)C2=O)ccc1OC(F)F,-2
Cc1c(C)n2c3c(=O)n(C)c(=O)n(C)c3nc2n1CCN1CCN(c2ccccc2)CC1,-2
Cc1ccc(C2(O)CCN(C(=O)c3cnnn3-c3ccccc3)CC2)nc1,-11
Cc1ccc(CN2CCNC(=O)C2CC(=O)NCC2(c3ccccc3)CCOCC2)o1 (stereo unspecified),-4
Cc1ccc(C(=O)OCC(=O)c2ccc(Br)cc2)cc1C,-3
COC(=O)c1ccc(-c2noc(CN(C)CCc3cnn(C)c3)n2)cc1,-16
COc1ccc(S(=O)(=O)NC(=O)C2(C)CCN2C(=O)C2CC2)cc1 (stereo unspecified),-1
CC1Cc2cc(-c3nccn3CCc3nc(-c4ccncc4)n[nH]3)ccc2O1 (stereo unspecified),-17
CC1(C(=O)NS(=O)(=O)c2ccccc2)CCN1C(=O)Cc1cccc2ccccc12 (stereo unspecified),-6
Cc1ccc(C(=O)CN2C(=O)NC3(CCCCC3C)C2=O)s1 (stereo unspecified),-8
CC(C)C(NC(=O)c1ccc(C(C)(C)C)cc1)C(=O)Nc1cccnc1 (stereo unspecified),0
Cc1cnc2c(c1NCCC1=CCCCC1)c(=O)n(C)c(=O)n2C,-6
O=C(CSc1ccncc1)NC1CC(=O)N(CC2CCCCC2)C1 (stereo unspecified),-10
Cc1ccc(N=Cc2nc(-c3ccccc3F)oc2O)c(Br)c1,-3
CC(C)n1cc(C(=O)N2CCOC(c3ccc(Cl)cc3)C2)cn1 (stereo unspecified),-6
COc1cc(-c2cc(=O)c3c(O)c(OC)c(OC)c(OC)c3o2)cc(OC)c1OC,-1
Cc1ccccc1NCC(=O)N/N=C/c1cc(Br)c(O)c(Br)c1O,57
CCC(Oc1ccccc1)C(=O)NCc1cccnc1N1CCOCC1 (stereo unspecified),-21
CC(=O)Nc1ccc(SCc2cccc(C(F)(F)F)c2)nn1,8
CC(C)CN(CC(C)C)C(=O)c1cc2c(=O)n3ccccc3nc2s1,-2
COc1ccc(C)cc1S(=O)(=O)N1CC(c2ccncc2)C1,-30
Nc1nc(CSc2ncccn2)nc(Nc2ccccc2)n1,-24
CCCNC(=O)CN(C)CC(=O)c1c(N)n(CCC)c(=O)n(C)c1=O,-11

# As a working copy, part of the list above.
SMILES,mcGAS RapidFire
Cc1ccccc1NCC(=O)N/N=C/c1cc(Br)c(O)c(Br)c1O,57
CCC(Oc1ccccc1)C(=O)NCc1cccnc1N1CCOCC1 (stereo unspecified),-21
CC(=O)Nc1ccc(SCc2cccc(C(F)(F)F)c2)nn1,8
CC(C)CN(CC(C)C)C(=O)c1cc2c(=O)n3ccccc3nc2s1,-2
COc1ccc(C)cc1S(=O)(=O)N1CC(c2ccncc2)C1,-30
Nc1nc(CSc2ncccn2)nc(Nc2ccccc2)n1,-24
CCCNC(=O)CN(C)CC(=O)c1c(N)n(CCC)c(=O)n(C)c1=O,-11

# Remaining list, next part.
SMILES,mcGAS RapidFire
CCOC(=O)C1(C)CCN1C(=O)c1cccc(OC(F)(F)F)c1 (stereo unspecified),24
CCc1ccccc1NC(=O)C(=O)NCCCN1CCOC(c2ccccc2)C1 (stereo unspecified),-6
Cn1ccc(C(=O)NC2CCN(C3CC3)C2)cc1=O (stereo unspecified),-15
Cc1cn([C@H]2C=C[C@@H](CO)O2)c(=O)[nH]c1=O,-9&13
OCCN(Cc1ccccc1C(F)(F)F)C1CCCC1,2
Cc1ccc(-c2nc3c(c(=O)[nH]2)Cc2cc(Cl)ccc2O3)cc1,-7
COCCN(C(=O)c1ccc(C)c(NC(=O)C2CC2)c1)C(C)C,-8
CCCc1cc(CNC(=O)CC2CCc3ccccc32)on1 (stereo unspecified),-36
Cc1ccccc1C(c1ncccc1C)N(C)C(=O)C1CCN(CCN2CCOCC2)CC1 (stereo unspecified),2
O=C(NC1CCN2CCCCC12)c1ccc(S(=O)(=O)N2CCOCC2)o1 (stereo unspecified),-17
C=CCn1c(=NC(=O)c2cccc(SC)c2)sc2cc(S(C)(=O)=O)ccc21,-25
O=C(O)CCC(=O)Nc1nc2c(s1)CCCC2,-1
Nc1nc(Nc2ccccc2)nc(NCCO)c1[N+](=O)[O-],-1
OCCC1CN(Cc2cccc3c2OCO3)CCN1Cc1cccs1 (stereo unspecified),3
Clc1ccc(C2CN(Cc3cc4n(n3)CCCNC4)CCO2)cc1Cl (stereo unspecified),-4
N#Cc1ccc(CN2CCN(CC(=O)N(Cc3ccccc3)C3CCS(=O)(=O)C3)CC2)cc1 (stereo unspecified),-8
O=C1CCC(C(=O)N(Cc2ccc(F)cc2)c2nc(-c3ccccc3)cs2)=NN1,-10
CC1(C(=O)NCCc2nnc3c(C(F)(F)F)cccn23)CCCCC1,-4
O=C(NC(c1nccs1)C1CC1)N1CCCCCC1c1ccco1 (stereo unspecified),-7
